# Screening results from PubChem BioAssay.
# ARNT TACC3 PPI – disruptors of ARNT/TACC3 protein interaction, primary screen, biochemical, AlphaScreen, single concentration. Transforming acidic coiled-coil-containing protein 3 (Homo sapiens), Q9Y6A5. AlphaScreen His-ARNT PAS-B/GST-TACC3 binding, luminescence; TACC3 fragment carries E629A point mutation. inhibition, % at 9.99 µM. 390,000 compounds, 0.66% hits;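 active means mean inhibition of replicates at least 50% and at least half of replicates each reaching 50%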;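 further: 0% = complete ARNT plus TACC3 wells and 100% = ARNT alone without TACC3; many hits fall short of the cut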
# INS-1E GSIS act – GLuc luminescence reporter in INS-1E cells, primary screen for activators of glucose-dependent secretion of insulin; INS-1E GLuc reporter insulin secretion, 2-3 h; activation, % at 16.6 µM; 370,000 compounds, 0.61% hits;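 active means lowest replicate activation of at least 40%, so every replicate reaches that level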;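 further: 0% = median of neutral control wells and 100% = median of IBMX positive control wells; some compounds called inactive have numbers as strong as hits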
# Statin myotox sup – suppressors of statin myotoxicity in C2C12 myotubes, primary screen, cell-based, single point, plate reader; rescue of ATP level, % at 7.49 µM; C2C12 myotubes + simvastatin, ATP luminescence, 48 h; scaled: DMSO 0, geranylgeraniol control 100; 330,000 compounds, 0.78% hits;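 active means mean ATP rescue above about 67%, or every replicate alone reaching that limit, limit read from the data, passing the limit was not always enough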;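 further: myotubes were challenged with 10 µM simvastatin during compound exposure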
# LGR2 inh – inhibitors of bursicon-induced LGR2 CRE-luciferase signal, primary screen, cell-based, HEK293, CRE-luciferase reporter, bursicon stimulation; AID 720647, 2013; 380,000 compounds, 0.35% hits; bursicon-stimulated, 4 h; inhibition, % at 9.99 µM; Drosophila bursicon receptor LGR2 (rickets);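 active means drop in luminescence signal, shown as inhibition above about 50% in the replicate tests, limit read from the data, passing the limit was not always enough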;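 further: agonist challenge used bursicon conditioned medium at about half maximal strength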
# PglD inh – C. jejuni PglD acetyltransferase inhibitors, primary screen, biochemical, DTNB colorimetric, single point. UDP-N-acetylbacillosamine N-acetyltransferase PglD (Campylobacter jejuni). purified PglD enzyme, DTNB colorimetric CoA detection. inhibition, % at 12.5 µM. 360,000 compounds, 0.098% hits. AID 602405, 2012; in the data active means inhibition above about 16%, passing the limit was not always enough; further: strong numbers were not always called active
# Cneo AK release – Cryptococcus neoformans cell lysis inducers, primary screen, AK release luminescence, single concentration | AID 651654, 2012 | 360,000 compounds, 0.2% hits | lysis activity, % at 15 µM | C. neoformans lysis, adenylate kinase release luminescence, 4 h; normalised: neutral wells 0, clomiphene wells 100;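 active means mean lysis activity across replicates of at least 80%, whatever share of replicates individually reach that level; inactive means mean lysis activity below 80%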
#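 Material – log-phase Cryptococcus neoformans yeast cells · Input – 5 × 10^6 yeast cells/mL · Medium – fresh YPD growth medium · Doses – single compound concentration per well · Timing – static 4 h at 37 °C with compound, 1 h detection · Detection – adenylate kinase release luminescence · Read-out – signal increase indicating cell lysis · Control set – Clomiphene as positive lysis control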
# PAX8 inh HTS – inhibitors of PAX8-driven TPO luciferase reporter, primary screen, RMG-I cells, single concentration; SteadyGlo, 24 h; inhibition, % at 12.6 µM; 360,000 compounds, 1.2% hits;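 active means mean replicate inhibition at least 60% with every replicate also reaching 60%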;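 further: luciferase light reporting Pax8 driven TPO promoter activity; plate controls were median of neutral control wells for no effect and mitoxantrone controls for full effect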
# PGC1a acetyl inh – inhibitors of PGC1a acetylation signal, primary screen, cell-based, U2OS, AlphaScreen, inhibitor mode; 350,000 compounds, 0.17% hits; AlphaScreen anti-acetyl-lysine; with virally co-expressed GCN5 acetyltransferase; inhibition, % at 15.6 µM;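 active means every replicate shows inhibition of at least 40%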;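 further: 0% = neutral control wells and 100% = positive control wells; some results beyond the cut were filed as inactive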
# * = called active by the depositor; / = no result given; & = joins results of further samples.
SMILES,ARNT TACC3 PPI,INS-1E GSIS act,Statin myotox sup,LGR2 inh,PglD inh,Cneo AK release,PAX8 inh HTS,PGC1a acetyl inh
N/C(=N\OS(=O)(=O)c1ccc(Cl)cc1)c1cccnc1,22.3,9.3,/,2.1,1.6,-1.3,-5.4,/
Cn1c(CNC2CCCCC2)c(C#N)c2ccccc21,-1.9,/,-18.0,/,-0.7,-1.6,-5.0,-7.0
Cc1ccc(C)c(NC(=O)CN(C)C(=O)Cc2coc3cc(C)c(C)cc23)c1,-5.6,/,-1.6,/,-3.0,-2.6,/,/
CCc1nc(SCC(=O)Nc2ccccc2C)n[nH]1,-9.0,1.0,18.6,-31.4,1.9,3.1,-15.3,/
COc1cccc(C2=CC(=O)CC(C)(C)C2)n1,-7.0,8.9,-5.4,11.5,3.0,5.2,-28.5,28.8
COc1ccccc1N1CCN(Cc2ccc(C(=O)O)cc2)CC1,-4.8,2.3,0.2,-17.8,-1.7,1.3,18.4,3.0
C/C(=N\O)C(C)(C)Nc1ccc(Br)cc1,-8.2,-23.9,-1.4,-12.2,/,/,18.0,-0.9
COc1ccc(C(=O)N2C[C@H]3[C@@H](c4ccccc42)[C@H](CO)N3C(=O)NC(C)C)cc1,0.4,3.7,-7.3,19.3,10.9,38.8,-1.6,-8.8
O=S(=O)(N/N=C/c1cccc(OC2CSC2)c1)c1ccccc1,11.5,11.7,1.9,8.2,2.6,1.2,42.3,4.7
Cc1noc(C)c1C(=O)Nc1ccc(F)cc1F,-2.0,/,1.3,/,-0.1,2.3,/,2.1
CSCCCN1CCCC(CO)(Cc2ccc(F)cc2)C1 (stereo not drawn),-4.0,1.0,0.6,3.3,-21.2,2.0,0.6,/
COc1ccc(CNS(=O)(=O)c2ccc(C3CNC(=O)C3)cc2)cc1 (stereo not drawn),-15.4,/,0.4,/,-0.3,6.8,/,11.0
CC(C)NC(=O)N(C)C[C@@H]1OCCCC[C@@H](C)Oc2ccc(N(C)C)cc2C(=O)N([C@H](C)CO)C[C@@H]1C,-1.6,23.6,/,16.7,2.4,0.5,-15.9,2.4
CN(C)CCCN1C(=O)c2oc3ccc(F)cc3c(=O)c2C1c1cccnc1 (stereo not drawn),-15.6,18.7,-2.5,-7.6,3.3,4.4,16.7,/
Cn1c(Oc2ccncc2)nc2cc(-c3ccsc3)sc2c1=O,/,8.8,24.3,4.2,-0.9,-1.1,8.7,24.3
COc1ccccc1OCCNC(=O)c1cc(SC)ccc1Cl,-1.2,7.3,/,-13.1,/,/,14.8,/
Cc1ccc(-c2noc(COC(=O)c3ccco3)n2)cc1,-7.3,0.7,22.2,-35.1,1.7,1.5,-39.8,0.5
O=C(COC(=O)CN1C(=O)c2cccc([N+](=O)[O-])c2C1=O)NC1CCS(=O)(=O)C1 (stereo not drawn),-2.1,-1.5,/,12.8,/,/,-10.0,20.6
Cc1noc(C)c1NC(=O)N(C)C[C@H]1Oc2ccc(NC(=O)Nc3ccc4c(c3)OCO4)cc2C(=O)N([C@H](C)CO)C[C@@H]1C,-0.6&-2.1,4.7&5.5,-1.2,-3.2&-0.7,-2.5&2.9,0.5&-0.1,-11.9,-1.8&1.3
CC(SCc1ccccc1)C(=O)N/N=C/c1cc2c(cc1Br)OCO2 (stereo not drawn),0.9,/,30.0,/,-5.0,2.1,7.4,-12.3
CN(C(=O)COC(=O)CSc1ccccc1)c1c(N)n(Cc2ccccc2)c(=O)[nH]c1=O,/,/,-7.0,-5.6,-0.3,5.2,-5.7,10.1
CCCNC(=O)c1nc(C)n(-c2cc(Cl)ccc2Cl)n1,-17.3,5.3,/,21.1,/,/,-6.9,5.3
COC(=O)C[C@@H]1CC[C@@H](NC(=O)c2ccccc2)[C@H](CO)O1,-4.9,/,1.0,9.1,-1.9,6.1,1.5,-7.4
COc1ccccc1/C=N/NC(=S)Nc1cccnc1,5.6,8.2,/,-10.5,/,/,-4.3,2.7
Cc1cc(-c2ccc(C)c(S(=O)(=O)NCCCN(Cc3ccccc3)C(C)C)c2)on1,-3.6,-30.0,-16.5,6.5,2.6,-0.3,18.1,0.2
COC(=O)c1cn(CCOc2ccc(C)cc2)c2ccccc12,-6.4,/,5.0,/,1.5,-0.1,-19.3,-15.4
Cc1cc(C)n(-c2ccc(C(=O)OCC(=O)Nc3ccc(S(N)(=O)=O)cc3)cc2)n1,-9.2,-9.3,6.3,10.2,-2.3,-0.3,/,-10.7
CCCCCCC[C@@H](C/C=C/CCC(=O)N(C)C/C(=C/Cl)C/C(=C\C(=O)N1C[C@H](O)CC1=O)OC)OC,/,143.7,-17.1,11.7,5.4,-2.5,27.6,-17.5
CC1CCN(Cc2nnnn2CCCC(=O)N(C)C2CCOC2)CC1 (stereo not drawn),-11.5,5.9,-3.0,1.5,1.6,6.2,-0.5,16.4
NNC(=O)COc1cccc(Oc2ccccc2)c1,-11.3,-9.9,/,7.5,/,/,7.1,/
Cc1ccc([C@@H]2[C@@H]3C(=O)N(C)C(=O)[C@@H]3[C@]3(C)C(=O)N(Cc4ccccn4)CC(=O)N23)o1,-5.9,/,8.0,/,2.1,-0.6,-33.1,-3.3
Cc1n[nH]c(C)c1CN(C)C(=O)c1cc(COc2ccc(F)c(F)c2)on1,6.3,5.3,1.3,-6.8,-2.4,0.9,/,1.2
O=C(Nc1ccc(N2CCN(C(=O)c3ccccc3)CC2)c(Cl)c1)c1ccc(Br)o1,-6.4,-0.2,-23.3,88.9*,/,/,/,-0.3
Cc1ccc(NC(=O)c2ccc(OC(=O)COc3ccc(Cl)c(C)c3)cc2)cc1,-5.7,9.2,-4.6,-26.0,-6.1,-6.3,-260.8,4.9
O=C(CN1C(=O)C2CC=CCC2C1=O)Nc1nnc(SCc2c(Cl)cccc2Cl)s1 (stereo not drawn),-6.0,/,-8.9,/,-2.6,3.6,1.7,-10.7
COC(=O)/C(=C\c1ccc([N+](=O)[O-])cc1)NC(=O)c1ccccc1,8.0,-10.1,0.2,-8.7,6.0,-0.1,8.5,-6.8
O=C(NCCc1ccccc1)c1ccc(NC(=O)C2CCCCC2)cc1,-2.2,-2.4,-5.4,-21.1,0.1,-2.8,-96.1,-4.1
NS(=O)(=O)c1ccc(CCNC(=O)c2ccc(NC3=NC4CS(=O)(=O)CC4S3)cc2)cc1 (stereo not drawn),2.0,/,5.8,/,-0.5,-1.4,/,2.1
CCCCCC(O)CCc1n[nH]c(=S)n1-c1ccccc1 (stereo not drawn),-2.6,13.5,-2.9,3.3,/,/,/,-5.4
O=C(NCC[C@@H]1CC[C@@H](NC(=O)c2ccccc2F)[C@@H](CO)O1)c1cnccn1,0.1,-1.5,4.2,-16.9,1.9,1.3,0.0,4.1
N#Cc1ccc2c(=O)n(-c3ccccc3)sc2c1,/,22.6,-32.7,-54.8,1.3,-3.1,-160.8,/
O=C(Cn1cnc2c(nc3n2CCCCC3)c1=O)Nc1cccc(C(F)(F)F)c1,4.2,-23.0,-8.7,6.3,-2.0,9.7,1.4,4.2
O=S1(=O)CC(N2CCOCC2)c2ccccc21 (stereo not drawn),-2.0,12.3,-12.4,17.0,-17.5,1.8,/,-12.6
COCC(=O)N1CC2(C1)[C@@H](c1ccc(-c3cccc(C)c3)cc1)[C@@H](CO)N2C(=O)C1CC1,/,0.8,/,-21.3,/,/,-10.3,-7.1
C=CCn1c(SCc2c(C)noc2C)nc2ccccc2c1=O,-3.3,18.9,/,-10.9,0.4,-2.7,/,-74.0
COc1ccccc1CNC(=O)C[C@@H]1C[C@H]2c3cc(NC(=O)c4cccnc4)ccc3O[C@H]2[C@H](CO)O1,-2.3,1.9,-1.5,4.0,4.5,0.1,-2.6,-2.7
CNc1nc(Cl)nc(NC(C)(C)C)n1,-9.9,/,10.9,/,-5.4,0.8,/,-15.1
O=C(COC(=O)c1ccc([N+](=O)[O-])o1)Nc1nc2ccccc2s1,-8.4,-9.4,/,-16.1,0.7,-0.9,-13.6,4.7
C[C@H]1CN([C@@H](C)CO)C(=O)c2cccc(NS(=O)(=O)c3cn(C)cn3)c2O[C@H]1CN(C)Cc1ccc(C(=O)Nc2ccccc2N)cc1,/,-0.1,/,5.2,/,/,21.1,-1.3
CC12CN(Cc3ccccc3)CC(C)(CN(Cc3ccccc3)C1)C2=NO,-1.6,/,/,/,-3.8,1.7,/,-5.9
CCCN(CCC)CCCNC(=O)Cn1cnc2sc(C)c(S(=O)(=O)N3CCOCC3)c2c1=O,-5.5,0.7,5.6,4.0,-2.3,0.8,8.0,-8.6
Cc1ccc(NS(=O)(=O)c2sc3ccc(Cl)cc3c2C)cc1,/,/,/,/,-0.6,-3.3,-9.1,-10.9

# Gathered by group: the compounds so far containing a Cl atom.
SMILES,ARNT TACC3 PPI,INS-1E GSIS act,Statin myotox sup,LGR2 inh,PglD inh,Cneo AK release,PAX8 inh HTS,PGC1a acetyl inh
N/C(=N\OS(=O)(=O)c1ccc(Cl)cc1)c1cccnc1,22.3,9.3,/,2.1,1.6,-1.3,-5.4,/
COc1ccccc1OCCNC(=O)c1cc(SC)ccc1Cl,-1.2,7.3,/,-13.1,/,/,14.8,/
CCCNC(=O)c1nc(C)n(-c2cc(Cl)ccc2Cl)n1,-17.3,5.3,/,21.1,/,/,-6.9,5.3
CCCCCCC[C@@H](C/C=C/CCC(=O)N(C)C/C(=C/Cl)C/C(=C\C(=O)N1C[C@H](O)CC1=O)OC)OC,/,143.7,-17.1,11.7,5.4,-2.5,27.6,-17.5
O=C(Nc1ccc(N2CCN(C(=O)c3ccccc3)CC2)c(Cl)c1)c1ccc(Br)o1,-6.4,-0.2,-23.3,88.9*,/,/,/,-0.3
Cc1ccc(NC(=O)c2ccc(OC(=O)COc3ccc(Cl)c(C)c3)cc2)cc1,-5.7,9.2,-4.6,-26.0,-6.1,-6.3,-260.8,4.9
O=C(CN1C(=O)C2CC=CCC2C1=O)Nc1nnc(SCc2c(Cl)cccc2Cl)s1 (stereo not drawn),-6.0,/,-8.9,/,-2.6,3.6,1.7,-10.7
CNc1nc(Cl)nc(NC(C)(C)C)n1,-9.9,/,10.9,/,-5.4,0.8,/,-15.1
Cc1ccc(NS(=O)(=O)c2sc3ccc(Cl)cc3c2C)cc1,/,/,/,/,-0.6,-3.3,-9.1,-10.9
